Screening data deposited in PubChem BioAssay by National Center for Advancing Translational Sciences (NCATS).
KAT2A inh: blocks human GCN5L2 histone acetyltransferase; GCN5L2 HAT assay, ThioGlo1 CoA-SH fluorescence; Q92830; hit rate 0.21% among 390,000; Potency, µM (series often up to 58.9 µM), for inactives: at the highest dose activity change, negative = inhibition, actives largely listed as inhibitors
Target sequence (Q92830 whole entry, looked up): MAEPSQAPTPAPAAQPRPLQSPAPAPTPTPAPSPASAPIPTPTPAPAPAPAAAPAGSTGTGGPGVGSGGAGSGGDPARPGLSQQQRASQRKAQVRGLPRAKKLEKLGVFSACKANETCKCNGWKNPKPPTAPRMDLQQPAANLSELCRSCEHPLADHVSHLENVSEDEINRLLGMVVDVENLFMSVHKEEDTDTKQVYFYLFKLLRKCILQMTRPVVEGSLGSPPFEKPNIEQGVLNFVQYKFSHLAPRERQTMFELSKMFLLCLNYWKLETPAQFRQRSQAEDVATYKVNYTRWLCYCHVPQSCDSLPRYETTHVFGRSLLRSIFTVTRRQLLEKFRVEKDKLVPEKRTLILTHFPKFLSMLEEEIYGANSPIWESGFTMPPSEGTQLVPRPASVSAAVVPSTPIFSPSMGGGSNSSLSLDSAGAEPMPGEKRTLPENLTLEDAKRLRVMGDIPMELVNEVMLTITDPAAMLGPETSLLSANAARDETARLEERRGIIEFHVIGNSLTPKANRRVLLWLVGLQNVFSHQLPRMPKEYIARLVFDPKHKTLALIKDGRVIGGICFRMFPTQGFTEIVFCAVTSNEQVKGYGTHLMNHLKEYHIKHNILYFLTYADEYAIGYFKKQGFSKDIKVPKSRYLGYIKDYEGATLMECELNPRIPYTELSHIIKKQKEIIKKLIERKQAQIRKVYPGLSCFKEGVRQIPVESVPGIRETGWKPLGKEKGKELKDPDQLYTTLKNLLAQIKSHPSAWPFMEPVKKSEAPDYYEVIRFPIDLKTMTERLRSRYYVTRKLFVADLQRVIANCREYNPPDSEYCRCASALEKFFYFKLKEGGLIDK
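Fluorescence readout, Ex340nm/Em540nm: ThioGlo1 (50uM final) reacts with free CoA thiol released as 20nM GCN5L2 acetylates H3(1-25) peptide (75uM) using acetyl-CoA (70uM). Compound and enzyme sat 15 min beforehand; 20 min room-temperature reaction.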
FEN1 inh: inhibitors of human flap endonuclease 1 | Recombinant FEN1 flap cleavage, fluorescence, 15 min | P39748 | hit rate 0.35% among 390,000 | Potency, µM (doses to about 114 µM), without a hit: top-dose activity change, negative = inhibition, hits mostly inhibitors; also: nearly all actives have a fitted effect of over 65% in size
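Read-out was taken twice, immediately and after 15 min, following addition of 50 nM substrate to 10 nM FEN1 that had sat with test compound for 15 min at room temperature. Curves came from a four-parameter Hill model.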
N370S GC: inhibits or activates N370S mutant glucocerebrosidase; Potency, µM (series often up to 59.4 µM), for inactives: at the top dose activity change, negative = inhibition, most hits filed as inhibitors; AID 2101; hit rate 0.092% among 330,000; P04062; N370S GC spleen homogenate, 4MU-glucoside fluorescence;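 also: 0% = full enzyme activity and -100% = no enzyme basal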
* marks the source's active call; other numbers are inactive results; ? = inconclusive; . = no result given; & = joins results of further samples. Calls follow the shape of the dose curve; as a rule, active = well fitted curve in the direction sought with a large enough effect; inconclusive = small, poorly fitted or top-dose-only effect, or another doubt; inactive = no such curve, though single readings can be large; an effect the other way counts as inactive or inconclusive. Unless noted, % is scaled to controls: 0 for no effect and ±100 for the full control effect; potency is read from the fitted curve at half-maximal effect. An excerpt (hit frequency here may not be typical).

#1 CCOc1ccc(-n2c(SCC(=O)Nc3ccc4c(c3)OCO4)nc3ccccc3c2=O)cc1
#2 COc1ccc2c(c1OC)C(=O)N(c1ccc3c(c1)CCC3)C2=O
#3 COc1ccc(S(=O)(=O)N(CC(=O)NCc2ccncc2)c2ccc(C)cc2)cc1OC
#4 CCc1ccc(OCC(=O)NNC(=S)NC(=O)C2CCCCC2)c(Br)c1
#5 COc1cccc(CNC(=O)c2ccc3c(c2)nc2n3CCC(C)C2)c1 (stereo unspecified)
#6 CCOC(=O)c1c(C)oc2ccc(OC(=O)N3CCOCC3)cc12
#7 CCOC(=O)CSc1nc(C(C)(C)C)nc2ccccc12
#8 Cc1cc(C)c(NC(=O)c2ccc3c(c2)C(=O)N(Cc2cccnc2)C3=O)c(C)c1

assay / entry | 1 | 2 | 3 | 4 | 5 | 6 | 7 | 8
N370S GC | -17% | -19% | -9% | -4% | . | -4% | -13% | -7%
KAT2A inh | -4% | -2% | -2% | -3% | -1% | -7% | -5% | -9%
FEN1 inh | -4% | -13% | -2% | -7% | 14% | 0% | 14% | -1%

Single records (already shown):
COc1ccc(S(=O)(=O)N(CC(=O)NCc2ccncc2)c2ccc(C)cc2)cc1OC is listed with N370S GC = -9%; KAT2A inh = -2%; FEN1 inh = -2%
COc1ccc2c(c1OC)C(=O)N(c1ccc3c(c1)CCC3)C2=O is listed with N370S GC = -19%; KAT2A inh = -2%; FEN1 inh = -13%

Next section.
#9 CCCCNC(=S)NC(=O)c1ccc(Cl)cc1Cl
#10 Cc1ccc(CNC(=O)CSCc2ccc(F)cc2)cc1
#11 Cc1ccc(OCC(=O)NCCN2CCOCC2)cc1C
#12 COc1ccc(NC(=O)N2CCCC(c3nc(-c4ccc(C(C)C)cc4)no3)C2)cc1 (stereo unspecified)
#13 CCC(=O)NC(=S)Nc1cccc(-c2nc3ncccc3o2)c1
#14 Cc1ccc(S(=O)(=O)N2CCN(C(=O)CN3CCCSc4ccccc43)CC2)cc1
#15 COc1ccc(-c2cc3ccccc3n2CC(O)CN2CCCCC2)cc1 (stereo unspecified)
#16 Cc1ccc(OCCn2cnc3ccccc3c2=O)c([N+](=O)[O-])c1

assay / entry | 9 | 10 | 11 | 12 | 13 | 14 | 15 | 16
N370S GC | -22% | -3% | -5% | ? | 4% | . | -8% | 7%
KAT2A inh | -18% | -4%&-6% | 2% | -9% | 1% | -5% | -11% | -4%
FEN1 inh | -1% | -1%&-6% | -2% | -8% | -3% | -15% | 4% | 0%

#17 O=C(NN=Cc1ccc(O)cc1O)c1ccccc1NS(=O)(=O)c1cccs1
#18 CN(c1cccc(NC(=O)CN(c2ccc(Cl)c(Cl)c2)S(=O)(=O)c2ccccc2)c1)S(C)(=O)=O
#19 CCOC(=O)C1=C(C)NC(c2ccccc2)=C(C(=O)OCc2ccc([N+](=O)[O-])cc2)[C@@H]1C#Cc1ccccc1
#20 OC(COC1CCCCC1)CN1CCN(c2ccccc2)CC1 (stereo unspecified)
#21 COc1ccc(NC(=O)CSc2nc(O)c(Cc3ccccc3)c(=O)[nH]2)cc1
#22 CCN(CC)C(C)C#CCC(c1ccccc1)c1ccccc1 (stereo unspecified)
#23 CCOc1ccccc1NC(=O)C1CCCCN1S(=O)(=O)c1ccc(F)cc1 (stereo unspecified)
#24 O=C(c1ccc(F)cc1)c1cn[nH]c1-c1ccccc1O

assay / entry | 17 | 18 | 19 | 20 | 21 | 22 | 23 | 24
N370S GC | . | -6% | 3% | 6% | 12% | -9% | 17% | 6%
KAT2A inh | -9% | 3% | -18% | -12% | -10% | -9% | -3% | -3%
FEN1 inh | -9% | -6% | . | 1% | -8% | . | -6% | 7%

A draw from above in order of count of non-hydrogen atoms, largest number first.
#19 CCOC(=O)C1=C(C)NC(c2ccccc2)=C(C(=O)OCc2ccc([N+](=O)[O-])cc2)[C@@H]1C#Cc1ccccc1
#18 CN(c1cccc(NC(=O)CN(c2ccc(Cl)c(Cl)c2)S(=O)(=O)c2ccccc2)c1)S(C)(=O)=O
#3 COc1ccc(S(=O)(=O)N(CC(=O)NCc2ccncc2)c2ccc(C)cc2)cc1OC
#12 COc1ccc(NC(=O)N2CCCC(c3nc(-c4ccc(C(C)C)cc4)no3)C2)cc1 (stereo unspecified)
#8 Cc1cc(C)c(NC(=O)c2ccc3c(c2)C(=O)N(Cc2cccnc2)C3=O)c(C)c1
#23 CCOc1ccccc1NC(=O)C1CCCCN1S(=O)(=O)c1ccc(F)cc1 (stereo unspecified)
#15 COc1ccc(-c2cc3ccccc3n2CC(O)CN2CCCCC2)cc1 (stereo unspecified)
#5 COc1cccc(CNC(=O)c2ccc3c(c2)nc2n3CCC(C)C2)c1 (stereo unspecified)
#2 COc1ccc2c(c1OC)C(=O)N(c1ccc3c(c1)CCC3)C2=O
#13 CCC(=O)NC(=S)Nc1cccc(-c2nc3ncccc3o2)c1

assay / entry | 19 | 18 | 3 | 12 | 8 | 23 | 15 | 5 | 2 | 13
N370S GC | 3% | -6% | -9% | ? | -7% | 17% | -8% | . | -19% | 4%
KAT2A inh | -18% | 3% | -2% | -9% | -9% | -3% | -11% | -1% | -2% | 1%
FEN1 inh | . | -6% | -2% | -8% | -1% | -6% | 4% | 14% | -13% | -3%

#11 Cc1ccc(OCC(=O)NCCN2CCOCC2)cc1C
#9 CCCCNC(=S)NC(=O)c1ccc(Cl)cc1Cl

assay / entry | 11 | 9
N370S GC | -5% | -22%
KAT2A inh | 2% | -18%
FEN1 inh | -2% | -1%

More compounds.
#25 OCC1O[C@H](Oc2ccc(O)cc2)C(O)C(O)C1O (stereo partly specified)
#26 Cc1ccc(S(=O)(=O)N2CCOCC2)cc1NC(=O)COC(=O)CCn1c(C)csc1=O
#27 CCc1ccc(CNC(=O)c2ccc(CSc3nc4ccncc4n3Cc3ccc(OC)cc3)cc2)cc1
#28 CCOC(=O)c1ccc2ncc(C(=O)OCC)c(NCCc3ccc(OC)c(OC)c3)c2c1
#29 COc1ccccc1-c1c(C)nn2c(N3CCC(C(N)=O)CC3)cc(C)nc12
#30 COc1ccc(C)cc1Nc1ccc(C(=O)O)cc1[N+](=O)[O-]
#31 CCCC(=O)OC1=C(C(C)=O)N(Cc2ccccc2)S(=O)(=O)c2ccccc21
#32 O=C(NCc1ccccc1Cl)c1ccc2nc[nH]c2c1

assay / entry | 25 | 26 | 27 | 28 | 29 | 30 | 31 | 32
N370S GC | -10% | 1% | . | . | -1% | -7% | . | -9%
KAT2A inh | 5% | -6% | -14% | -5% | -6% | -7% | -6% | 13%
FEN1 inh | . | 0% | 1% | -2% | -7% | -13% | 13% | 7%

#33 Cc1ccc(S(=O)(=O)n2nc(OC(=O)c3c(-c4ccccc4Cl)noc3C)cc2N)cc1
#34 COc1ccc(NC(=O)c2ccc(Cl)nc2)cc1S(=O)(=O)N1CCOCC1
#35 COc1ccc(C2OC(=O)CC2C(=O)NC(C)C)cc1 (stereo unspecified)
#36 CCN(C(=O)COC(=O)c1ccccc1SCC(=O)NC1CCCCCCC1)C1CCS(=O)(=O)C1 (stereo unspecified)
#37 Cc1ccc(CC(NC(=O)c2ccccc2)C(=O)N2CCCC2C(=O)O)cc1 (stereo unspecified)
#38 CCC1(C)Cc2c(sc3[nH]c(=S)n(Cc4ccccc4)c(=O)c23)CO1 (stereo unspecified)
#39 CCOc1ccc(N2C(=O)CC(NCCc3ccncc3)C2=O)cc1 (stereo unspecified)
#40 CCCCn1c(N)c(N(CC(C)C)C(=O)CSc2nnc(C)n2-c2ccc(OC)cc2)c(=O)[nH]c1=O

assay / entry | 33 | 34 | 35 | 36 | 37 | 38 | 39 | 40
N370S GC | 6% | . | -5% | 12% | -7% | 5% | 13% | -3%
KAT2A inh | -10% | 2% | -18% | 1% | -1% | -12% | -1% | -4%
FEN1 inh | -20% | -2% | 32% | -2% | 5% | -3% | 4% | -6%

#41 CCn1c(SCC(=O)NC2CCCC2)nnc1-c1c[nH]c2ccccc12
#42 COC(=O)Cc1[nH]nc2c1C1(C(=O)N(Cc3ccc(Cl)cc3)c3ccccc31)C(C#N)=C(N)O2 (stereo unspecified)
#43 CC(=O)c1cccc(S(=O)(=O)NC2CCCCCC2)c1
#44 Cc1cc(/C(N)=N/OC(=O)Nc2ccc(Cl)cc2)no1
#45 Cc1cc(C)c(C#N)c(SCc2nnc(-c3ccccc3)o2)n1
#46 COc1ccc(CCNC(=O)Cn2c(=O)nc(-c3ccccc3)c3cc(Cl)ccc32)cc1OC
#47 Nc1ccc(N2C(=O)c3ccccc3C2=O)c(Cl)c1
#48 CC(C)(Oc1ccc(Cl)cc1)C(=O)N1CCN(c2ccccn2)CC1

assay / entry | 41 | 42 | 43 | 44 | 45 | 46 | 47 | 48
N370S GC | 2% | -8% | -9% | 6% | 0% | . | -7%&0% | -11%
KAT2A inh | -12% | -3% | -1% | 19% | -6% | 27% | -5%&0% | -7%
FEN1 inh | 0% | -6% | -7% | -9% | 0% | 7% | -4% | -22%

#49 Cc1ccc(NC(=O)NCCCCc2ccccc2)cc1
#50 Cc1nnc(NC(=O)c2ccccc2C(=O)O)s1
#51 c1ccc(CSCc2cn3ccsc3n2)cc1
#52 COc1ccc(NC(=O)CSc2nc3ccccc3n2CC(=O)Nc2cccc(C)c2C)cc1
#53 COc1ccc(/C=C2\C(=N)N3N=C(CC(=O)N4CCCCC4)SC3=NC2=O)cc1
#54 CCOC(=O)c1[nH]ncc1CN1CCC(Cc2ccccc2)(C(=O)OCC)CC1
#55 S=C(Nc1ccccc1)N1CCN(c2ccc(N3CCOCC3)nn2)CC1
#56 O=C(NC1CC1)c1cc2c(F)cccc2s1

assay / entry | 49 | 50 | 51 | 52 | 53 | 54 | 55 | 56
N370S GC | 1% | 23% | 5% | . | -16% | 2% | -1% | 7%
KAT2A inh | -1% | -7% | -9% | -9% | -5% | 2% | -5% | -8%
FEN1 inh | -8% | 2% | 6% | -9% | 1% | -7% | -5% | 2%

#57 COc1ccc(NC(=O)CS(=O)CC(=O)Nc2cc(Cl)ccc2OC)cc1 (stereo unspecified)
#58 CCCCN=Cc1sc2ccc(OCC)cc2c1O
#59 COc1cc(/C=C(\C#N)c2nc3ccccc3[nH]2)ccc1OCc1ccc(F)cc1
#60 Cc1ccc(S(=O)(=O)N2[C@@H](c3ccc(Br)cc3)C(C(=O)O)=CC[C@H]2c2ccc(Cl)c(Cl)c2)cc1
#61 CC(C)c1nc2c(c(=O)n(C)c(=O)n2C)n1C
#62 CC1=NN(C(=O)c2ccc(Cl)cc2)C(O)(c2ccccc2)C1 (stereo unspecified)
#63 C#CCOCCOCCOCCNc1nc(N2CCOCC2)nc(N2CCN(C(=O)[C@H](CCC(=O)O)n3cc(C(N)Cc4ccc(O)cc4)nn3)CC2)n1 (stereo partly specified)
#64 Cc1ccc(N(CC(=O)Nc2ccccc2C(=O)N2CCOCC2)S(C)(=O)=O)cc1

assay / entry | 57 | 58 | 59 | 60 | 61 | 62 | 63 | 64
N370S GC | -11% | ? | . | . | 18% | 1% | 3% | 4%
KAT2A inh | -4% | -2% | -10% | 28µM* | -13% | -6% | 4% | -9%
FEN1 inh | -3% | -14% | ? | ? | -6% | 11% | -6% | -8%

#65 COc1ccc(CCNC(=O)CSCc2ccc(Cl)cc2)cc1OC
#66 CN(C)S(=O)(=O)c1ccc(C(=O)NCCS(=O)(=O)N2CCN(c3ccccc3)CC2)cc1
#67 COc1ccc(NC(=O)CN(C)S(=O)(=O)c2ccc3nc(C)sc3c2)cc1
#68 O=C(CSc1ccc(-c2ccccn2)nn1)NCc1ccc(F)cc1
#69 CCCc1n[nH]c2c1C(=O)CC(C)(C)C2
#70 CCC1Sc2ccc(S(=O)(=O)CCC(=O)Nc3ccccc3Cl)cc2NC1=O (stereo unspecified)
#71 O=C(C1CC(=O)N(C2CCCCC2)C1)N1CCN(c2cccc(C(F)(F)F)c2)CC1 (stereo unspecified)
#72 COc1ccc(C2=NC(c3ccccc3)CO2)cc1 (stereo unspecified)

assay / entry | 65 | 66 | 67 | 68 | 69 | 70 | 71 | 72
N370S GC | -7% | . | . | 0% | 4% | ? | -12% | 2%
KAT2A inh | -1% | -5% | -1% | -8% | -11% | -3% | -26% | -2%
FEN1 inh | -8% | -5% | 6% | 2% | 0% | 4% | 2% | .

#73 COC(=O)Cn1cc(/C=N/NC(=O)c2ccc(C#N)cc2F)c2ccccc21
#74 C=CCn1c(CCSCc2ccccc2)n[nH]c1=S
#75 COc1ccc(CC(=O)Nc2cccc(-c3csc(C)n3)c2)cc1
#76 O=C(NCc1ccc2c(c1)OCO2)c1cccc2c1C(=O)N(C1CCCCC1)C2

assay / entry | 73 | 74 | 75 | 76
N370S GC | 0% | -3% | 10% | 4%
KAT2A inh | -16% | 2% | -9% | 3%
FEN1 inh | 1% | 17% | -8% | -15%
